High-throughput results deposited in PubChem BioAssay by National Center for Advancing Translational Sciences (NCATS).
TrxR1 substrate – rat thioredoxin reductase 1 substrate activity. O89049. purified TrxR1 substrate turnover, NADPH consumption readout. Potency, µM (top dose mostly 114 µM), without a hit: at the top dose activity change, negative = substrate turnover. 390,000 tested, 0.01% active; note: potency is the fitted concentration of half-maximal effect; % is set by controls: 0 for no effect and ±100 for the full control effect; nearly all actives have a fitted effect of over 50% in size
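Rat TrxR1, dispensed at 90 nM, was prereduced with 400 uM NADPH (final) for 5 min at ~22 deg C, then incubated with compound 15 min before 400 uM selenite. A first-read NADPH fluorescence drop versus no-compound background flagged substrates.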
Tb PGK inh – blocks T. brucei phosphoglycerate kinase. PGK/GAPDH coupled, Kinase-Glo luminescence, 60 min. P07378. AID 602233. 380,000 tested, 0.043% active. Potency, µM (series often up to 57.5 µM), inactives show at the highest dose activity change, negative = inhibition, actives largely listed as inhibitors; note: potency is the fitted concentration of half-maximal effect; % is set by controls: 0 for no effect and ±100 for the full control effect; nearly all actives have a fitted effect of over 60% in size
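Recombinant glycosomal PGK reaction used 1,3-bisphosphoglycerate generated in-well by GAPDH (100nM final) in 100mM TEA pH 7.6, 5mM MgCl2, 0.01% Tween-20. After 60 minutes at room temperature, ATP was read by Kinase-Glo Plus luminescence end-point.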
GLS inh – glutaminase GLS (human) inhibition; O94925; GLS enzymatic activity, qHTS titration; Potency, µM (doses to about 45.5 µM), for the others: top-dose activity change, negative = inhibition, usual class: inhibitors; 410,000 tested, 0.21% active; AID 624170; note: potency is the fitted concentration of half-maximal effect; % is set by controls: 0 for no effect and ±100 for the full control effect
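Two-point fluorescence kinetic (t0, 30 min RT) for hKGA; glutamate detected via glutamate oxidase–HRP–Amplex Red. Substrate: 1 mM L-glutamine solution; buffer 45 mM KH2PO4, pH 8.2.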
IDH1 R132H inh – blocks human mutant IDH1 R132H enzyme; O75874; IDH1-R132H enzyme, NADPH consumption, diaphorase/resazurin fluorescence; Potency, µM (highest dose often 76.6 µM), for inactives: at the highest dose activity change, negative = inhibition, usual class: inhibitors; 390,000 tested, 0.093% active; note: potency is the fitted concentration of half-maximal effect; % is set by controls: 0 for no effect and ±100 for the full control effect; nearly all actives have a fitted effect of over 65% in size
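IDH1-R132H (0.5 ug/mL dispensed) in pH 7.5 Tris buffer was preincubated 30 min with compound, then given a substrate mix of 0.016 mM NADPH and 2 mM alpha-KG for 80 min at room temperature; remaining NADPH was read by diaphorase/resazurin fluorescence.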
HP1b chromo inh – HP1-beta chromodomain-methylated histone interaction inhibition; 390,000 tested, 0.56% active; Potency, µM (series often up to 114 µM), for the others: top-dose activity change, negative = inhibition, hits mostly inhibitors; AlphaScreen HP1-beta / biotin-H3K9me3 peptide binding; P83916; note: potency is the fitted concentration of half-maximal effect; nearly all actives have a fitted effect of over 70% in size; inactives centre near 23
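Compound inhibition of the preformed complex between 50 nM HP1-beta and 50 nM biotinylated H3K9me3 peptide was read by AlphaScreen. Buffer was PBS pH 7.4 with 0.01% Tween-20. Incubations ran 30 min at room temperature, with 10 ug/mL donor/acceptor beads.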
TrxR1 inh – inhibitors of rat thioredoxin reductase 1 | O89049 | recombinant rTrxR1, NADPH fluorescence consumption, selenite substrate | Potency, µM (series often up to 114 µM), for the others: top-dose activity change, negative = inhibition, most hits filed as inhibitors | 390,000 tested, 1% active | AID 588453; note: potency is the fitted concentration of half-maximal effect; % is set by controls: 0 for no effect and ±100 for the full control effect; nearly all actives have a fitted effect of over 65% in size
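Rat TrxR1 (90 nM in the dispensed reagent) was pre-reduced with 400 uM NADPH for 5 min at room temperature, then incubated with compound for 15 min. After 400 uM selenite was added, NADPH fluorescence (Ex 340/Em 450 nm) was followed for 8 min.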
PI4K2A block – inhibitors of human PI4K2A | Q9BTU6 | purified PI4K2A, ADP-Glo luminescence, 1 h; hits give low values | activity change, negative = inhibition, % at 76.9 µM | 420,000 tested, 0.13% active | AID 1346378; in the data active = activity change below about -50%; inconclusive = mostly about -30% to -49%;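 note: -100% = wells without enzyme as full effect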
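Compounds are screened against recombinant PI4K2A using PI as substrate and ATP, the latter dispensed at 300 microM. Reactions run one hour at ambient temperature before ADP-Glo detection; full inhibition defined by wells lacking enzyme.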
USP1 inh – blocks the human USP1/UAF1 deubiquitinase complex; AID 743255; 390,000 tested, 0.23% active; O94782; Potency, µM (top dose mostly 57.1 µM), inactives show at the highest dose activity change, negative = inhibition, hits mostly inhibitors; recombinant USP1/UAF1, Ub-Rhodamine cleavage fluorescence; note: potency is the fitted concentration of half-maximal effect; % is set by controls: 0 for no effect and ±100 for the full control effect; nearly all actives have a fitted effect of over 60% in size; inactives centre near -12
Target sequence (O94782 whole entry, looked up): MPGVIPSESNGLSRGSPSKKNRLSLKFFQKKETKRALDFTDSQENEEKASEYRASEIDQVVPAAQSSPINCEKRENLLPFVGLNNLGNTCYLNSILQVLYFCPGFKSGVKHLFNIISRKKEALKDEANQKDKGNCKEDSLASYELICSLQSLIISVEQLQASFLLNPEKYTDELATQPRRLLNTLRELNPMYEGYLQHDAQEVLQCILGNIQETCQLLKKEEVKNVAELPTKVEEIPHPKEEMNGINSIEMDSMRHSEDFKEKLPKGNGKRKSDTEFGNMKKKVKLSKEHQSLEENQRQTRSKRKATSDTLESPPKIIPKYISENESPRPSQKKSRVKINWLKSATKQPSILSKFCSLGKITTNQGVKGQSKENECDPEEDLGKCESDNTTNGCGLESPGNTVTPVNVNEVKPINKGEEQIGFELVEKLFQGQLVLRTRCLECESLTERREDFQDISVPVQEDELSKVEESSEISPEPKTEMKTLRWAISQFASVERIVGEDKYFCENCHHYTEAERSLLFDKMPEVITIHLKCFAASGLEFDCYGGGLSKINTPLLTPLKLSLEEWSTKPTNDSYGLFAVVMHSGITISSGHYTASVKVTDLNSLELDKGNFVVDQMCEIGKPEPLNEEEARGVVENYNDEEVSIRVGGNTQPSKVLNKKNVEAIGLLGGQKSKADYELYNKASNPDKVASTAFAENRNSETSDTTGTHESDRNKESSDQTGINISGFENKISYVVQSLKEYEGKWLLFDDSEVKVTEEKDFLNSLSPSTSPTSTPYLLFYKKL
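USP1/UAF1 complex at 1 nM was preincubated with compound for 15 min at room temperature, then Ub-Rho substrate (150nM final) was added. Fluorescence (480/540 nm) was read kinetically, 6 reads every 60 seconds.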
Pin1 inhibitor – inhibitors of human Pin1 | Potency, µM (titrated, usually from 115 µM), without a hit: top-dose activity, negative = inhibition, usual class: inhibitors | 390,000 tested, 0.009% active | Q13526 | Pin1 FP peptide displacement, HiFluor488, 10 min; active = well fitted inhibition curve with a large enough effect in the polarisation, with a control signal flat, not every such curve was filed as active; inconclusive = small, poorly fitted or top-dose-only effect, or effect the other way, or a change in a side signal; inactive = no such curve, though single readings can be large or run the other way; the % refers to the polarisation; note: potency is the fitted concentration of half-maximal effect; % is set by controls: 0 for no effect and ±100 for the full control effect
Target sequence (Q13526 whole entry, looked up): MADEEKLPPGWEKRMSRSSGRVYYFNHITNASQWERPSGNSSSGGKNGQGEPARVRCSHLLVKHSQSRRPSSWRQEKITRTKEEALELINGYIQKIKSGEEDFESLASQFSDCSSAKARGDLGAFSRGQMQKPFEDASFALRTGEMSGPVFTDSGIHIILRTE
* = called active by the depositor; i = inactive; ? = inconclusive; & = joins results of further samples; [ ] = another dose, or the depositor's remark. Unless noted, calls come from the whole dose curve; as a rule, active = well fitted curve in the direction sought with a large enough effect; inconclusive = small, poorly fitted or top-dose-only effect, or another doubt; inactive = no such curve, though single readings can be large; an effect the other way counts as inactive or inconclusive. A portion of the library. The share of hits here may be higher or lower than overall.

TrxR1 substrate	Tb PGK inh	GLS inh	IDH1 R132H inh	HP1b chromo inh	TrxR1 inh	Compound	PI4K2A block	USP1 inh	Pin1 inhibitor
-2.5%	1.5%	-1.9%	-4.1%	-10.7%	8.2%	CCCC(=O)N1CCN(c2ccc(NC(=O)c3ccc(N4CCCC4)c([N+](=O)[O-])c3)cc2Cl)CC1	-2.6	-14.9%	-4.9%
1.4%[57.1 µM]	-2.5%	8.1%	-5.8%	45.4%	9.9%[57.1 µM]	CN1C(=O)c2ccc(C(=O)NC3CCCCC3)cc2C1=O	4.8	-14.7%	1.4%
5.9%	-8.1%	-2.4%	-17.8%	12.8%	26.5%	CCN1CCN(C(=O)CSCc2nc(-c3ccc(OC)c(OC)c3)oc2C)CC1	2.8	-7.6%	-3.4%
16.0%[57.1 µM]	2.4%	-0.1%	-7.8%	28.2%	21.4%[57.1 µM]	CCOC(=O)c1ccc(NC(=O)Cn2c3ncccc3c(=O)n2-c2ccc(C)c(C)c2)cc1	-2.0	-16.3%	18.9%
-1.3%[57.1 µM]	-2.4%	-1.8%	0.7%	11.8%[57 µM]	9.2%[57.1 µM]	CCOC(=O)Cn1c(=O)n(CC2CCCO2)c2nc(-c3ccccc3OC)nc(C(N)=O)c21 (configuration not stated)	-5.5	?	-9.1%
2.7%	-5.6%	-9.3%	2.0%	16.2%	25.2%	O=C(Nc1ccc(Cc2ccc(NC(=O)C3CC3)cc2)cc1)C1CC1	6.3	-19.5%	-4.5%
2.6%	i	0.5%	-7.9%	26.5%	22.7%	Cc1cc(C)c(S(=O)(=O)Nc2ccncc2)cc1C	-1.4	-10.4%	-13.3%
1.7%[57.1 µM]	-1.8%	-8.4%	-2.6%	42.3%[activator]	-22.0%[57.1 µM]	Cn1c(CCc2ccccc2)n[nH]c1=S	-3.2	0.5%	11.7%
0.8%	i	-10.1%	3.3%	36.4%	50.1µM*	CS(=O)(=O)N(Cc1cccc(CN(C(C(=O)O)c2ccccc2)S(C)(=O)=O)c1)C(C(=O)O)c1ccccc1 (configuration not stated)	6.2	-19.0%	-1.0%
9.3%[57.1 µM]	-2.8%	10.0%	13.6%	23.0%	13.0%[57.1 µM]	CN1CCN(C(=S)C(=O)Nc2ccccc2)CC1	0.6	-12.5%	-0.7%
-9.3%	9.1%	8.9%	-2.6%	-20.3%	-8.6%	COC(=O)/C(C#N)=C/c1c(N2CCN(c3ccccc3)CC2)nc2ccccn2c1=O	-0.5	-22.3%	?
8.0%[57.1 µM]	2.1%	1.2%	4.7%	22.3%	7.0%[57.1 µM]	COc1ccccc1-c1noc(-c2ccccc2C(=O)Nc2ccccc2)n1	0.3	-5.8%	7.0%

Continued.
TrxR1 substrate	Tb PGK inh	GLS inh	IDH1 R132H inh	HP1b chromo inh	TrxR1 inh	Compound	PI4K2A block	USP1 inh	Pin1 inhibitor
-3.0%[57.1 µM]	13.4%	2.7%	11.1%	160.7%[activator]	24.2%[57.1 µM]	COC(=O)c1c(SC)nc2ccccc2c1OCc1ccc(Cl)cc1	1.6	-2.6%	102.0%[activator]
6.2%	i	0.9%	-0.1%	22.5%	14.1%	CCN(CC)S(=O)(=O)c1cc(-c2ccc(=O)n(C(C)C(=O)Nc3cccc(C#N)c3)n2)ccc1C (configuration not stated)	1.2	-17.3%	14.1%
0.5%	i	12.5%	0.0%	20.1%	10.7%	O=C(N/N=C/c1c(F)cccc1Cl)C(=O)N1CCCCCC1	-4.7	-7.8%	-14.4%
-10.3%	-14.0%	-8.8%	1.7%	32.9%	-11.5%	Cc1ccc2nc(SCC(=O)Nc3cccc(F)c3)nc(=O)n2c1	2.4	-15.8%	7.7%
3.0%	i	3.2%	0.6%	-31.0%	-1.8%[57.1 µM]	S=c1[nH]ccn1Cc1ccccc1	4.0	-10.1%	-3.0%
13.4%	-5.4%	14.7%	2.8%	9.3%	12.2%	COc1ccc(NC(C)=O)cc1S(=O)(=O)Nc1ccccc1C(=O)NCCc1ccccc1	-0.6	-14.8%	-0.8%
0.2%	-8.1%	-2.4%	3.2%	51.2%[activator]	23.2%	Cc1cccc(S(=O)(=O)NC2CCCCCCC2)c1	0.4	-8.2%	-4.9%
2.7%[57.1 µM]	i	-2.3%	-2.5%	31.8%[activator]	-1.7%[57.1 µM]	O=C(Cn1cc(C(=O)c2ccco2)c2ccccc21)NC1CCCC1	0.6	-9.3%	3.1%
3.1%	-1.4%	26.1%	3.7%	-2.5%	9.1%	Cc1ccc(S(=O)(=O)NC(=O)c2cc(C)n(-c3ccc(N(C)C)cc3)c2C)cc1	-4.8	-15.4%	-5.8%
0.6%&-4.2%[57.1 µM]	-2.0%&12.2%	-13.2%&2.5%	-1.1%&13.9%	49.6%&21.7%[activator]	24.8%&9.9%[57.1 µM]	COc1ccc(C)cc1NC(=O)CCc1c(C)nn(-c2ccc(N3CCCCC3)nn2)c1C	6.8&1.1	-10.6%&13.7%	1.6%&-11.1%
-8.6%	i	-12.3%	6.2%	59.0%[activator]	4.6%[57.1 µM]	Cc1cc(C)nc(Nc2ccccc2Cl)n1	-1.7	-21.2%	-9.4%
21.6%	i	1.5%	9.6%	36.6%	59.6%[activator]	COc1ccc(-c2cc3nc(C)c(CCC(=O)NCCc4ccc(Cl)cc4)c(C)n3n2)c(OC)c1	9.6	?	-6.9%

Two neighbouring records already listed, quoted:
TrxR1 substrate	Tb PGK inh	GLS inh	IDH1 R132H inh	HP1b chromo inh	TrxR1 inh	Compound	PI4K2A block	USP1 inh	Pin1 inhibitor
-3.0%[57.1 µM]	13.4%	2.7%	11.1%	160.7%[activator]	24.2%[57.1 µM]	COC(=O)c1c(SC)nc2ccccc2c1OCc1ccc(Cl)cc1	1.6	-2.6%	102.0%[activator]
6.2%	i	0.9%	-0.1%	22.5%	14.1%	CCN(CC)S(=O)(=O)c1cc(-c2ccc(=O)n(C(C)C(=O)Nc3cccc(C#N)c3)n2)ccc1C (configuration not stated)	1.2	-17.3%	14.1%

(cont.)
TrxR1 substrate	Tb PGK inh	GLS inh	IDH1 R132H inh	HP1b chromo inh	TrxR1 inh	Compound	PI4K2A block	USP1 inh	Pin1 inhibitor
-2.1%	i	-3.7%	3.4%	48.8%[activator]	-6.7%	CC1CCCN(C(=O)Cn2nnc(-c3ccccc3F)n2)C1 (configuration not stated)	3.4	-18.7%	9.2%
-4.6%	i	6.8%	24.1%	42.0%[activator]	12.3%	O=C(Nc1nc(-c2ccc(Br)cc2)ns1)c1ccc(F)cc1	-2.0	10.0%	-8.8%
-10.2%	-3.0%	4.3%	5.2%	26.5%	-22.8%	COc1ccccc1NC(=O)c1cnc2n(c1=O)CCS2	-4.0	-4.1%	-2.3%
6.6%	-0.4%	-11.9%	-0.5%	29.2%	17.5%	CC(C)n1c(NCCc2ccccc2)nc2c1c(=O)n(C)c(=O)n2C	-0.6	-14.5%	1.9%
6.0%[57.1 µM]	0.8%	-0.2%	-11.5%	31.1%[57 µM]	11.8%[57.1 µM]	CC(C)CCNC(=O)c1ccc2nc(CCc3ccccc3)oc2c1	-21.7	-17.3%	33.3%[activator]
0.7%	-8.4%	1.3%	7.0%	50.3%[activator]	15.1%	COc1cccc(C(=O)NC(C)c2ccc(-c3ccccc3)cc2)c1OC (configuration not stated)	-21.6	-20.6%	3.1%
0.9%	-4.6%	9.9%	-12.3%	30.5%	7.7%	O=C(O)c1ccc2c(c1)C(=O)N(c1cccc(S(=O)(=O)Nc3cccc(C(F)(F)F)c3)c1)C2=O	-1.3	-21.2%	8.0%
2.3%	5.4%	8.2%	-11.2%	13.7%	12.6µM*	COc1ccc(NC2=C(Cl)C(=O)N(c3ccccc3)C2=O)c(OC)c1	0.3	-20.2%	9.9%
0.8%	7.1%	1.2%	-6.3%	10.8%	10.1%	CNC(=O)c1sc(Nc2ccc(OCc3ccccc3)cc2)nc1C	0.6	-15.1%	?
-9.3%	1.4%	16.4%	2.5%	13.0%	-6.9%	Cc1[nH]n(-c2ccc(Cl)cc2)c(=O)c1/C=N/c1nnc(-c2ccccc2)s1	-1.9	-20.1%	-0.3%
-2.1%	i	43.5%[activator]	7.1%	40.4%	-18.4%	COc1cc(C2NC(=S)NC(O)(C(F)(F)F)C2C(=O)c2cccs2)cc(OC)c1O (configuration not stated)	-7.2	-10.3%	2.3%
-14.6%	-10.1%	1.7%	0.5%	5.5%	-14.4%	Cc1ccc(NC(=O)C(C)OC(=O)c2ccc(NC(=O)CC#N)cc2)cc1S(=O)(=O)N1CCOCC1 (configuration not stated)	-16.9	-9.1%	63.2%[activator]
1.2%[57.1 µM]	-4.6%	1.2%	20.0%	5.7%[57 µM]	2.7%[57.1 µM]	CCC(=O)N1CCCc2cc(S(=O)(=O)N3CCC(C(=O)Nc4ccc(F)c(F)c4)CC3)ccc21	-10.5	?	11.6%
-3.0%	-6.5%	0.0%	7.4%	9.8%	3.1%	C=CCNC(=O)COC(=O)C1CCN(S(=O)(=O)c2ccc3c(c2)OCCO3)CC1	-2.5	-9.3%	-6.6%
-3.7%	12.3%	2.0%	-7.1%	28.4%	18.1%	CC(=O)Nc1ccc(SCC(=O)c2c(N)n(Cc3ccccc3)c(=O)n(C)c2=O)cc1	6.5	-5.8%	8.0%
